# FUS suppressor: rescues growth of FUS-expressing yeast; S. cerevisiae FUS-expressing, growth rescue, OD600, 24 h; Potency, µM (titrated, usually from 76.6 µM), inactives show at the top dose growth rescue (activation), most hits filed as activators; 390,000 compounds, 0.24% hits; AID 1347120;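 further: potency means the concentration at half of the fitted maximal effect; plate controls were DMSO vehicle for no effect and reference control for full effect; nearly all actives have a fitted effect of over 55% in size; some results filed as inactive show a strong effect at the top dose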
#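 Read-out: OD at 600 nm after 24hr at 30C, reporting rescue of FUS-induced yeast toxicity. Cells at OD 0.005 in galactose (2%) minimal medium; compounds tested in a dilution series; CP55940 titration from 92uM final as control.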
# EPAC2 ag: EPAC2 (human) agonism; Q8WZA2; EPAC2 activation, biochemical qHTS; response scale: 100% = 6.5 mM cAMP response; Potency, µM (highest dose often 154 µM), for inactives: at the highest dose activation, actives largely listed as activators; 360,000 compounds, 0.079% hits; AID 720711; further: potency means the concentration at half of the fitted maximal effect; nearly all actives have a fitted effect of over 50% in size
# Target sequence (Q8WZA2 whole entry, looked up): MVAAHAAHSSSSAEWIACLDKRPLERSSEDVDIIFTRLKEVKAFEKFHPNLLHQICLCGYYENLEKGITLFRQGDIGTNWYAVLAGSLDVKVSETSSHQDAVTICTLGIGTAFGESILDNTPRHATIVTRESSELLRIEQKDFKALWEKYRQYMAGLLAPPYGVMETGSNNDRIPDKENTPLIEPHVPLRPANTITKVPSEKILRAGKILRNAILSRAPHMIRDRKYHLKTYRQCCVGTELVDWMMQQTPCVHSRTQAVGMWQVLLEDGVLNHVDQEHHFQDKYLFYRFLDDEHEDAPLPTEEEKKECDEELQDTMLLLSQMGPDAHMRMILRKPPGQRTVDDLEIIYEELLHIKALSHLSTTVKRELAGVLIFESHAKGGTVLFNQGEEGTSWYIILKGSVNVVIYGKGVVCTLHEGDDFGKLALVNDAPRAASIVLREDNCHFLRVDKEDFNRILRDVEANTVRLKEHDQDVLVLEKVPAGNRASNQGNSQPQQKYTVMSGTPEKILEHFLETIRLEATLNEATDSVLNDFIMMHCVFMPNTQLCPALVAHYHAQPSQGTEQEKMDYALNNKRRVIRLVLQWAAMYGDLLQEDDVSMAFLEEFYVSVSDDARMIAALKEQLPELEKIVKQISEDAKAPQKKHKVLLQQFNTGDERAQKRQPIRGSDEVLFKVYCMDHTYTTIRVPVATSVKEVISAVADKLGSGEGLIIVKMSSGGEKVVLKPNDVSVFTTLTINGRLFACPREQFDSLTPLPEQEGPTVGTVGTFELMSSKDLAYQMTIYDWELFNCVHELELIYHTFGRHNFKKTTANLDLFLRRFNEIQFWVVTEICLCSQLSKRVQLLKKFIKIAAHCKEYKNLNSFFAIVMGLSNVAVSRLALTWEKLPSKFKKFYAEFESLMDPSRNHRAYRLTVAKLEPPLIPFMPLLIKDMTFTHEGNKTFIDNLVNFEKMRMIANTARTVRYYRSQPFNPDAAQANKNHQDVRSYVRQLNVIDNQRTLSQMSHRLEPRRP
#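 Exchange assay: 100 nM EPAC2 with 250 nM Rap1B-BODIPY-GDP and 50 uM GDP. Fluorescence (ex 480/em 540 nm) read every 5 min for 30 min at room temperature. Data normalized to 6.5 mM cAMP as agonist control.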
# EPAC2 antag: blocks human EPAC2 exchange factor | Q8WZA2 | EPAC2 GEF exchange of Rap1B-BODIPY-GDP, fluorescence | Potency, µM (series often up to 114 µM), for the others: at the top dose activity, negative = inhibition, most hits filed as inhibitors | 360,000 compounds, 0.18% hits | AID 720708; further: potency means the concentration at half of the fitted maximal effect; on the % scale 0 is the no-effect control and ±100 the full control effect; nearly all actives have a fitted effect of over 45% in size; many of its hits are not listed in these tables
# TDP43 rescue: inhibitors of TDP-43 toxicity in yeast. TDP-43 expressing yeast growth rescue, BacTiter-Glo, 24 h. Potency, µM (highest dose often 46.1 µM), inactives show at the top dose growth rescue (activation), usual class: activators. 410,000 compounds, 1.8% hits; further: potency means the concentration at half of the fitted maximal effect; % of control where 0% means no effect; nearly all actives have a fitted effect of over 50% in size
#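 Cell-based yeast growth screen: TDP-43 expression induced in galactose, inoculum OD600=0.02 after raffinose pregrowth to mid-log. Read-out BacTiter-Glo luminescence at 24 hr, 30 deg C; inhibition of toxicity seen as signal increase.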
# DRD3 agonist: agonists of human D3 dopamine receptor; D3R DiscoveRx beta-arrestin cells, luminescence, 90 min; max activation, %; 410,000 compounds, 0.58% hits; in the data active means max activation above about 30%; further: 0% is about no effect; mostly tested at two doses, the higher about 12 µM
#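 Cells at 1500/well, incubated overnight, then treated with pinned compounds (dopamine as control) for 90 min at 37 degrees C. DiscoveRx reagent added for 30 - 60 minutes at room temperature; luminescence read.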
# aSyn rescue: rescues yeast growth from alpha-synuclein toxicity | Potency, µM (top dose mostly 46.1 µM), inactives show top-dose growth rescue (activation), most hits filed as activators | 370,000 compounds, 0.14% hits | Yeast expressing alpha-synuclein, growth rescue, BacTiter-Glo, 24 h; further: potency means the concentration at half of the fitted maximal effect; % of control where 0% means no effect; nearly all actives have a fitted effect of over 65% in size
#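 Screening used galactose-induced yeast with toxic alpha-synuclein levels, exposed to compound for 24 hr at 30 deg C. Cell growth, read with BacTiter-Glo luminescence, gave the measured signal.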
# DRD3 antagonist: blocks the human D3 dopamine receptor | D3R cells, DiscoveRx beta-arrestin luminescence, antagonist mode; stronger effect = lower value | max response, negative = inhibition, % | 360,000 compounds, 2.5% hits | AID 652054; in the data active means max response below about -50%; inconclusive means no clear call, values can overlap the other calls; further: on the % scale 0 is the no-effect control and ±100 the full control effect; mostly tested at two doses, the higher about 12 µM
#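 Cells expressing the human receptor were seeded at 1500 cells/well, incubated overnight at 37 degrees C in 5% CO2, then exposed to library compounds with dopamine controls for 90 minutes at 37 degrees C before luminescent detection.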
# Abeta yeast res: compounds reversing amyloid beta toxicity in yeast | AID 1347071 | 410,000 compounds, 0.063% hits | yeast expressing A-beta42, growth rescue, OD600, 48 h; response scale: 0% DMSO, 100% iron-clioquinol control | Potency, µM (highest dose often 46.1 µM), for inactives: at the highest dose growth rescue, actives largely listed as activators; further: potency means the concentration at half of the fitted maximal effect; nearly all actives have a fitted effect of over 55% in size
#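 Yeast growth medium received pinned compounds, then yeast cells expressing toxic A-beta were added; plates incubated at 30 C for 48 hr. Growth read as absorbance at 600 nm, normalized to DMSO and equimolar FeCl3 plus clioquinol controls.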
# Numbers without * were called inactive; ? = inconclusive; nt = not tested or not shown; & = joins results of further samples; [ ] = another dose, or the depositor's remark. Unless noted, the call rests on the fitted dose curve; in most records, active means well fitted curve in the direction sought with a large enough effect; inconclusive means small, poorly fitted or top-dose-only effect, or another doubt; inactive means no such curve, though single readings can be large; an effect the other way counts as inactive or inconclusive. Only part of the results is shown; count on the stated rates, not on these rows.
mol	FUS suppressor	EPAC2 ag	EPAC2 antag	TDP43 rescue	DRD3 agonist	aSyn rescue	DRD3 antagonist	Abeta yeast res
COc1ccc(NC(=O)CCn2c(=S)[nH]c3ccccc3c2=O)cc1OC	15%	-1%	4%	6%	-4	-6%	-5	4%
C[C@@H]1CN([C@H](C)CO)C(=O)CCCn2nncc2CO[C@H]1CN(C)S(=O)(=O)c1ccc(Oc2ccccc2)nc1	32%	10%	-10%	17%	-4	2%	4	3%
CC1CCCN(CC(O)COc2ccc(-c3ccccc3)cc2)C1 (stereo unspecified)	-25%	8%	7%	-17%	-26	6%	?	-30%
O=C(N/N=C/c1ccncc1)c1cccc(NC(=O)c2ccc(Cl)cc2)c1	-2%	?	-27%	?	10	1%	5	3%
CN1CCN(C(=O)c2ccc(S(=O)(=O)Nc3ccccc3)cc2)CC1	-10%	2%	-4%	17%	1	1%	22	16%
CSc1nc2c([nH]c3ccccc32)c(=O)n1-c1ccc(F)cc1	-2%	nt	nt	-3%	1	3%	nt	-19%
Cc1ccc(/C=N/NC(=O)c2cc(-c3ccccc3)nc3ccccc23)o1	19%	3%	4%	3%	-10	-16%	1	-1%
CSc1nc(C)cc(Oc2ccccc2)n1	-13%	9%	-19%	0%	-6	1%	9	-3%
CN(C(=O)COC(=O)c1cccc(S(=O)(=O)N2CCCCCC2)c1)C1CCS(=O)(=O)C1 (stereo unspecified)	-7%	0%	5%	?	-7	-2%	5	4%
O=C1CC(c2cccc(Cl)c2)C(n2cncn2)C(=O)C1C1NCCc2ccccc21 (stereo unspecified)	45%	-7%	2%	11%	-1	3%	36	16%
O=C(NCc1ccccn1)C1CCN(S(=O)(=O)c2cccs2)CC1	-12%	2%	4%	-15%	-4	-4%	4	11%
Cc1nc(SCC(=O)NC2CCCCC2C)nc(C)c1C (stereo unspecified)	1%	-10%	-2%	27%	-11	6%	5	11%
Cn1cc(CN2CCCC(CO)C2)c(-c2ccc(Oc3ccccc3)cc2)n1 (stereo unspecified)	-20%	9%	-8%	3%	0	0%	3	2%
CCC(C(=O)N/N=C(\C)c1cccnc1)c1ccccc1 (stereo unspecified)	-2%	4%	4%	8%	-3	1%	1	10%
CCC(C)(C(=O)Nc1c(C)cccc1C)N(C)C(=O)c1ccc2ccccc2n1 (stereo unspecified)	3%	-4%	10%	17%	-3	3%	13	14%
NC(=O)CCn1c(C(=O)c2cccc([N+](=O)[O-])c2)c2ccccc2[n+]1[O-]	-20%	5%	8%	20%	-4	2%	1	6%
COc1ccccc1-c1cn[nH]c1-c1ccc(OCc2ccc([N+](=O)[O-])cc2)cc1O	7%	-3%	-16%	-13%	9	2%	7	3%
Cc1cc(C)cc(NC(=O)CCc2nnc3n(CC(C)C)c(=O)c4ccccc4n23)c1	9%	nt	nt	23%	15	nt	nt	-12%
CCOC1(OCC)C(c2ccc(Cl)cc2)C(C#N)(C#N)C1(OCC)OCC (stereo unspecified)	19%	4%	-20%	3%	-2	-1%	-1	-3%
Cc1nc(-c2ccccc2)sc1C1(C)CC(c2cccc(F)c2)=NO1 (stereo unspecified)	-7%	19%	8%	17%	6	4%	11	-6%
O=c1c2c3c(sc2n(Cc2ccc(F)cc2Cl)c(=O)n1-c1ccc(Cl)cc1)CCC3	-16%	nt	nt	-1%	-18	nt	nt	-12%
CC(C)(C)C(=O)/C=c1\[nH]c(=O)/c(=C\c2ccc(C#N)cc2)s1	30%	3%	-8%	-8%	7	5%	-19	3%
COC(=O)c1sc(NC(=O)COc2cccc3ccccc23)nc1C	0%	2%	-1%	5%	1	-1%	-15	0%
CCc1ccc2oc(-c3cc(NC(=O)c4cccs4)ccc3Cl)nc2c1	31%	nt	nt	18µM*	8	-8%	nt	-9%
O=C(NNS(=O)(=O)c1ccc(F)cc1)c1ccccc1F	-14%	14%	2%	6%	3	-2%	-2	5%
NC(=O)C1(Nc2ccc(C(=O)O)cc2)CCCC1	nt	13%	1%	-2%	-4	-4%	-15	-16%
COc1ccc(CCNC(=O)Cn2c(=O)c3cccn3c3ccc(F)cc32)cc1OC	-6%	nt	nt	-6%	-7	nt	nt	-7%
CSc1ccccc1C(=O)NCCS(=O)(=O)N1CCN(c2ccc(F)cc2)CC1	3%	3%	0%	14%	-10	-7%	-14	-2%
Cc1ccc(C(=O)Nc2ccc(C(=O)O)cc2NC(=O)c2ccc(C)cc2)cc1	-10%	-6%	-12%	2%	-5	3%	14	-7%
CC(=O)N(NC(=O)c1ccccc1Cl)C1CC(=O)N(c2ccc(C)cc2)C1=O (stereo unspecified)	3%	9%	-3%	-10%	-1	-9%	10	9%

# Complete entries, looked up by structure. Order of values: FUS suppressor | EPAC2 ag | EPAC2 antag | TDP43 rescue | DRD3 agonist | aSyn rescue | DRD3 antagonist | Abeta yeast res
# Profile of `CC1CCCN(CC(O)COc2ccc(-c3ccccc3)cc2)C1` (stereo unspecified) : -25% | 8% | 7% | -17% | -26 | 6% | ? | -30%
# Profile of `CC(=O)N(NC(=O)c1ccccc1Cl)C1CC(=O)N(c2ccc(C)cc2)C1=O` (stereo unspecified) : 3% | 9% | -3% | -10% | -1 | -9% | 10 | 9%

# 7 of the compounds above, with values under each structure.
# Values in the order: FUS suppressor | EPAC2 ag | EPAC2 antag | TDP43 rescue | DRD3 agonist | aSyn rescue | DRD3 antagonist | Abeta yeast res
- COc1ccc(NC(=O)CCn2c(=S)[nH]c3ccccc3c2=O)cc1OC
  15% | -1% | 4% | 6% | -4 | -6% | -5 | 4%
- O=C(N/N=C/c1ccncc1)c1cccc(NC(=O)c2ccc(Cl)cc2)c1
  -2% | ? | -27% | ? | 10 | 1% | 5 | 3%
- CSc1nc2c([nH]c3ccccc32)c(=O)n1-c1ccc(F)cc1
  -2% | nt | nt | -3% | 1 | 3% | nt | -19%
- CN1CCN(C(=O)c2ccc(S(=O)(=O)Nc3ccccc3)cc2)CC1
  -10% | 2% | -4% | 17% | 1 | 1% | 22 | 16%
- NC(=O)C1(Nc2ccc(C(=O)O)cc2)CCCC1
  nt | 13% | 1% | -2% | -4 | -4% | -15 | -16%
- O=c1c2c3c(sc2n(Cc2ccc(F)cc2Cl)c(=O)n1-c1ccc(Cl)cc1)CCC3
  -16% | nt | nt | -1% | -18 | nt | nt | -12%
- CCc1ccc2oc(-c3cc(NC(=O)c4cccs4)ccc3Cl)nc2c1
  31% | nt | nt | 18µM* | 8 | -8% | nt | -9%

# (listing goes on)
mol	FUS suppressor	EPAC2 ag	EPAC2 antag	TDP43 rescue	DRD3 agonist	aSyn rescue	DRD3 antagonist	Abeta yeast res
COc1cc(C2C(C#N)=C(N)Oc3n[nH]c(-c4cccs4)c32)cc(OC)c1O (stereo unspecified)	7%	8%	-4%	-5%	-1	1%	-19	28%
COc1cccc(CNC(=O)CCC2CCCN(C(=O)c3cccnc3SC)C2)c1 (stereo unspecified)	-6%	4%	3%	10%	3	0%	11	-20%
CCCCS(=O)(=O)CC(O)CSc1nc(-c2ccc(C)cc2)cc(-c2ccccc2)c1C#N (stereo unspecified)	37%	nt	nt	9%	-11	nt	nt	-11%
CCN(CC)S(=O)(=O)c1ccc(N/N=C/c2cc(OC)c(OC)cc2OC)nc1	nt	-5%	26%	-6%	-23	1%	1	4%
COc1ccc(-c2cc(C(=O)c3c(N)n(C)c(=O)n(C)c3=O)c3ccccc3n2)cc1OC	-18%	5%	-16%	9%	3	-8%	-8	?
COc1ccccc1N(CC(=O)N(c1ccccc1)C(C)C)S(=O)(=O)c1cccs1	17%	-4%	?	15%	-6	3%	4	8%
CCOC(=O)C(=O)Nc1ccc2c(c1)OCO2	26%	-4%	4%	8%	2	3%	10	8%
CCN(CC)CC(C)CNC(=O)c1cc(-c2ccc(Br)s2)nc2ccccc12 (stereo unspecified)	25%	nt	nt	2%	-15	nt	nt	-13%
COc1ccc(CNC(=O)CCCNS(=O)(=O)c2cccc3nonc23)cc1	5%	1%	2%	2%	13	1%	-3	-4%
O=C(COc1ccc(Cl)cc1Br)Nc1ccccc1N1CCCC1	11%	7%	-16%	15%	28	-10%	5	31%
CCOc1cc(C(c2c(C)[nH][nH]c2=O)c2c(C)[nH][nH]c2=O)ccc1OC(=O)c1cccc([N+](=O)[O-])c1	35µM*	-3%	1%	-19%	10	0%	10	0%
Cc1ccc(CC(=O)Nc2nc3ccccc3[nH]2)cc1C	2%	-10%	-3%	8%	1	-13%	1	1%
CCC[C@@H](CN[C@@H](CNC)C(C)C)NCCCCc1ccccc1	-4%	0%	-3%	0%	-22	-3%	-19	-2%
COc1ccc(/C(O)=C(\C#N)c2nc3ccccc3n2C)cc1OC	27%	0%	-3%	-15%	10	5%	6	4%
COc1cc2cc(C(=O)O)[nH]c2c(OC)c1OC	8%	4%	15%	0%	-21	-1%	-19	-9%
CC1(c2ccccc2)NC(=O)N(CC(=O)Nc2cc(S(=O)(=O)N3CCOCC3)ccc2Cl)C1=O (stereo unspecified)	40%	5%	1%	nt	4	2%	30	6%
CCOc1ccccc1NC(=O)COc1ccc(S(=O)(=O)N2CCCC2)cc1	-20%	2%	-2%	21%	5	1%	-5	6%
O=C(CN(C(=O)CNC(=O)c1cccs1)c1cccc(F)c1)NC1CCCC1	-15%	3%	1%	0%	-1	15%	10	-18%
O=C1CSC(c2ccc([N+](=O)[O-])cc2)N1c1ccc(O)cc1 (stereo unspecified)	17%	-2%	8%	-10%	8	0%	16	-7%
O=C(Nc1cccc(Cl)c1Cl)c1cc(S(=O)(=O)NCc2ccc3c(c2)OCO3)ccc1F	14%	nt	nt	15%	6	nt	nt	5%
COc1cc(C(=O)NCc2cc3ccccc3n2C)cc(OC)c1OC	16%	13%	-12%	10%	6	-7%	16	15%
CN(C(=O)COc1cccc(Br)c1)C1CCS(=O)(=O)C1 (stereo unspecified)	17%	4%	4%	-13%	5	3%	-20	5%
O=C(Nc1cccnc1Cl)c1cc(-c2cccc(Cl)c2)on1	5%&-9%	6%	12%	-14%&5%	-2&-1	-6%	4	-8%&-9%
CC(=NNC(=S)N1CCCC1)c1ccccn1	1%	9%	7%	-44%[inhibitor]	-9	?	-7	-51%[inhibitor]
Cc1ccccc1OCC(=O)Nc1sc2c(c1C(=O)OC(C)C)CCCC2	1%	nt	nt	13%	7	nt	nt	-22%

# Bioassay records (PubChem BioAssay)
